ERp5 inh: ERp5 (human) disulfide isomerase inhibition; ERp5 insulin aggregation, absorbance 650 nm, 90 min; 350,000 tested, 0.05% active; Q15084; inhibition, % at 9.99 µM; AID 651711;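 active means mean replicate inhibition above about 25%, with every replicate also reaching it, limit read from the data, passing the limit was not always enough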
SIRT5 inh: sirtuin-5 (human) deacylase inhibition; Purified SirT5, succinyl-peptide AMC, trypsin-coupled fluorescence; inhibition, % at 15 µM; 330,000 tested, 1.1% active; Q9NXA8; in the data active means inhibition above about 15%
Starred values were filed as active, the others as inactive. An excerpt (hit frequency here may not be typical).

SMILES | ERp5 inh | SIRT5 inh
CCc1cc(=O)oc2c(CNC(Cc3ccccc3)C(=O)O)c(O)ccc12 (stereo not drawn) | -2 | -9
